Screening data as filed in PubChem.
GRK2 aptamer HTS – blocks RNA aptamer binding to human GRK2 | bead flow cytometry, FAM-aptamer displacement from GRK2 | P25098 | 330,000 tested, 0.59% active | inhibition of aptamer binding, % at 10 µM | AID 488847;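 active means inhibition of aptamer binding above 40%, roughly 3 SD of noise, on plates passing a quality check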;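 further: median bead fluorescence of bound FAM aptamer so fluorescent compounds give negative values; no value below 0 was filed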
Target sequence (P25098 whole entry, looked up): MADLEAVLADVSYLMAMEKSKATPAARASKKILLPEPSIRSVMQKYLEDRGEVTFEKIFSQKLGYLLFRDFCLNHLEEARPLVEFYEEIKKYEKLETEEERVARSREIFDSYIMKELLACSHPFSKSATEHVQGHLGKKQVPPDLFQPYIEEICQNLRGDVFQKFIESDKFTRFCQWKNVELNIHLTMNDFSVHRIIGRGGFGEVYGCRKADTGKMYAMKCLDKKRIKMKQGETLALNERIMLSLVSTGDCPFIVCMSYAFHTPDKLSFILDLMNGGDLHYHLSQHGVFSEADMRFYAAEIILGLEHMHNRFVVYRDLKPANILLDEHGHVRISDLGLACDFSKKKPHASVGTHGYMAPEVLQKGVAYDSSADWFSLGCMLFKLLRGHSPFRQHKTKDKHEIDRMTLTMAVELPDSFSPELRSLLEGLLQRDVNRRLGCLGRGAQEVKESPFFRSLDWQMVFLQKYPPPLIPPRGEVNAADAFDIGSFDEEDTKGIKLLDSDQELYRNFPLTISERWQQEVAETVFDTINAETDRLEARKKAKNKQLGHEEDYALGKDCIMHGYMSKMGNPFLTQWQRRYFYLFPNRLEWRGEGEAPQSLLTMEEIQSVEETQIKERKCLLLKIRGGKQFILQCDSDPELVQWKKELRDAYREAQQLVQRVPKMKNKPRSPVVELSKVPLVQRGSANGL
Yeast superoxide – lowers age-related superoxide in aged yeast cells; S. cerevisiae aged cells, superoxide DHE fluorescence; hits give low values; superoxide response (% of plate mean), % at 10 µM; 330,000 tested, 0.18% active; AID 2690;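 active means superoxide response under a set limit, about three screen SD below normal, cut at about 65% in these data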;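 further: yeast aged for seven days with compound at 30 °C before DHE staining; 100% = average MFI of all compound-treated wells on the plate with controls excluded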
CIT2 TOR yeast – alters CIT2-GFP fluorescence in TOR pathway yeast screen | S. cerevisiae CIT2-GFP strain, flow cytometry, 3 h; 100 means same as DMSO wells | GFP response vs DMSO, % at 10 µM | 320,000 tested, 0.065% active;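 active means GFP response relative to DMSO above a set limit, near the screen mean plus 3 SD, cut at about 150% in these data; inconclusive means Fewer than 70 cells measured for a yeast strain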;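 further: ratio of well median GFP fluorescence to mean of DMSO wells on the plate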
AGP1 TOR yeast – yeast TOR pathway AGP1-GFP modulation; 320,000 tested, 0.02% active; S. cerevisiae AGP1-GFP multiplex flow cytometry, 3 h; GFP as percent of DMSO wells; GFP response vs DMSO, % at 10 µM;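 active means GFP response relative to DMSO above a set limit, near screen average plus 3 SD, cut at about 150% in these data; inconclusive means fewer than 70 cells counted for the yeast strain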;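 further: median GFP channel fluorescence of the gated AGP1 strain per well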
MEP2-GFP yeast – modulators of TOR pathway MEP2-GFP in S. cerevisiae. S. cerevisiae MEP2-GFP strain, flow cytometry GFP, 3 h; 100% = DMSO control level. GFP response vs DMSO, % at 10 µM. 330,000 tested, 0.51% active;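 active means GFP response versus DMSO above a set limit, roughly screen mean plus 3 SD, cut at about 180% in these data; inconclusive means fewer than 70 cells counted for a yeast strain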;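 further: median GFP fluorescence of the barcode-gated MEP2-GFP cells per well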
RPL19A-GFP yeast – yeast TOR pathway RPL19A-GFP modulation. S. cerevisiae RPL19A-GFP strain, flow cytometry, 3 h; hits give low values. 330,000 tested, 0.3% active. percent response vs DMSO, % at 10 µM. AID 2025;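 active means percent response vs DMSO below 50%; inconclusive means fewer than 70 events counted for the yeast strain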;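 further: median channel GFP fluorescence of the barcoded RPL19A-GFP strain; ratio of sample median GFP to plate DMSO average so 100% = DMSO; lower means less RPL19A-GFP as with rapamycin TOR inhibition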
LAP4-GFP MLPCN – alters LAP4-GFP fluorescence in TOR pathway yeast screen | S. cerevisiae LAP4-GFP multiplex, flow cytometry GFP, 3 h; median GFP as percent of DMSO wells | GFP response vs DMSO, % at 10 µM | 320,000 tested, 0.34% active;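 active means GFP response vs DMSO above a set limit, about the screen mean plus 3 SD, cut at about 150% in these data; inconclusive means under 70 cell events counted for the yeast strain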
VLA-4 inh – inhibition in a human VLA-4 binding assay; P13612; VLA-4 expressing cells, ligand binding flow cytometry; inhibition, % (about 7 µM as worked out from the volumes in the protocol); 330,000 tested, 0.2% active; in the data active means inhibition above about 50%
An asterisk follows results filed as active; ? = inconclusive; / = not tested or not shown; [ ] = remark or other dose.

SMILES	GRK2 aptamer HTS	Yeast superoxide	CIT2 TOR yeast	AGP1 TOR yeast	MEP2-GFP yeast	RPL19A-GFP yeast	LAP4-GFP MLPCN	VLA-4 inh
CN(CC(=O)NCc1cccs1)S(=O)(=O)c1cccc2cccnc12	2	91	104	104	113	100	103	20
CN(Cc1ccc(C(F)(F)F)cc1)C(=O)C1CCC(=O)N(C2CC2)C1 (stereo unspecified)	0	109	100	95	96	109	71	28
COc1cccc(/C=N\NS(=O)(=O)c2ccccc2)c1OC	0	94	95	96	92	101	98	23
Cc1ccc(NC(=O)CN2CCOCC2)c(Br)c1	/	104	104	92	102	104	86	1
COc1ccc(C(=O)NC2CCN(C(=O)Nc3ccc(F)cc3)CC2)cc1	0	105	95	88	99	90	86	1
Cc1ccc(CC2CC(=O)N(CCc3ccc4c(c3)OCO4)C2=O)cc1 (stereo unspecified)	1	88	?	/	214*[may fluoresce violet]	37*[may fluoresce violet]	88[may fluoresce violet]	5
COc1cccc(OC)c1C(=O)Nc1ccccc1NC(=O)c1c(OC)cccc1OC	2	101	92	93	105	98	89	0
O=C(NCc1ccc2c(c1)OCO2)c1ccc(N2CCCC2=O)cc1	3	94	98	94	96	96	92	3
Cc1ccccc1NC(=O)C1c2ccccc2Oc2ccccc21	0	105	98	102	101	102	104	6
CCOc1ccc(CN(C)C(=O)c2cc(S(=O)(=O)N3CCCC3)ccc2C)cc1	3	105	93	98	97	98	94	13
CC(=O)Nc1cccc(NC(=O)Nc2ccc(C(C)=O)cc2)c1	2	95	100	103	100	96	98	35
CC1=NOC(=O)/C1=C\c1ccc(-c2cccc(Cl)c2)o1	0	91	95	96	94	87	139	-16
c1ccc([C@H]2CNCCN2CCc2cccc3ccccc23)cc1	0	107	108	107	107	97	108	-1
S=C(S)N1CCCC1	0	94	88	89	94	100	108	-3
O=C(CN1CCN(C(=O)c2ccco2)CC1)Nc1ccc(Cl)c(C(F)(F)F)c1	1	107	106	103	105	99	100	-1
CC(=O)N1CCOc2ccc(S(=O)(=O)N3CCC(C)CC3)cc21	1	78	90	92	94	98	100	-1
Cc1cnc(C(=O)NCCc2ccc(C(F)(F)F)cc2)cn1	1	101	88	89	99	96	92	4
O=C(CNc1ccc(F)cc1)c1ccccc1	2	108	104	102	104	104	98	11
O=C1CC/C=C\C[C@@H](CC(=O)N(CCO)Cc2ccccc2)C(=O)N[C@H](Cc2c[nH]c3ccccc23)CO1	0	96	102	110	108	102	110	8
CCCc1nnc(NC(=O)c2cn(CC)c3cc(N4CCN(C)CC4)c(F)cc3c2=O)s1	2	111	82	96	89	90	95	20
O=C(CC1C[C@H](C(=O)N2CCCCC2)[C@@]2(CCc3ccccc3)c3[nH]c4ccccc4c3CCN2C1=O)NCc1cccc(C(F)(F)F)c1 (stereo partly specified)	6	67	99	93	90	92	89	29
O=C1C=C(c2ccc(C(=O)O)cc2)C[C@@H](c2ccc(Cl)cc2)C1	1	107	82	89	94	99	121	0
Cc1cc(Nc2ccccc2)n(CCC#N)n1	1	99	107	107	105	106	106	6
O=C(Nc1nnc(-c2ccccc2)s1)c1cccc(S(=O)(=O)N2CCOCC2)c1	2	100	99	96	94	97	93	6
O=C(N/N=C/c1ccc(Sc2ccccn2)o1)c1cccc([N+](=O)[O-])c1	0	101	88	116	96	100	95	3
Cc1ccc(C(C)C)cc1OCC(=O)NCCCn1ccnc1	0	103	113	102	108	101	94	2
CC(=O)Nc1ccc(S(=O)(=O)Nc2nc3ccccc3nc2Nc2cccc(O)c2)cc1	0	90	98	100	104	106	100	-1
CCCCNC(=O)CC1SC(=NCC)N(CC)C1=O (stereo unspecified)	0	85	83	98	115	97	104	-3
Nc1c(/C=C2\C=Nc3ccccc32)c(=O)nc2sc(CC(=O)N3CCOCC3)nn12	9	96	108	106	99	101	102	-4
Cn1c(=O)c(N=O)c(N)n(Cc2ccccc2)c1=S	0	104	83	75	104	101	99	31
Cc1ccc2ncc(S(=O)(=O)c3ccccc3)c(N3CCCCC3C)c2c1 (stereo unspecified)	0	104	90	97	103	98	117	37
CC(C)CCOc1ccc(C2CC(=O)N(C)C2=O)cc1 (stereo unspecified)	0	95	79	104	99	99	113	0
O=C(c1ccc(-c2nnc(Nc3ccccc3)c3ccccc23)cc1)N1C[C@H]2C[C@H](C1)c1cccc(=O)n1C2	1	100	103	102	110	99	106	0
Oc1ccc(-c2nnc(-c3ccc(O)cc3)nn2)cc1	0	108	101	96	101	95	94	2
O=C(Cc1ccc(F)cc1)N(c1ccc(F)cc1)C1C=CS(=O)(=O)C1 (stereo unspecified)	2	96	95	98	101	96	95	14
O=C(Nc1ccc(Cc2ccncc2)cc1)c1ccc(N2CCOCC2)c([N+](=O)[O-])c1	4	86	106	104	96	100	104	16
Cc1nn(C(C)C)c(C)c1[C@@H]1C[C@H]2CN(Cc3cccc(Cl)c3)C(=O)[C@]23CCCN13	0	96	103	97	103	102	95	-10
Clc1ccc2c(N/N=C/c3ccc(Br)cc3)ccnc2c1	2	134	78	84	100	100	102	51*
COc1ccc(CNC(=S)NC2CCCCC2)cc1	6	96	96	98	96	99	100	15
c1ccc(-n2ncc3c(NCc4cccnc4)ncnc32)cc1	0	110	108	/	117	102	113	-5
O=C(c1cc(-c2ccccc2O)on1)N1CCCC1	3	83	96	96	100	95	104	6
CCc1cccc2c(C(=O)COC(=O)c3c(C)noc3C)c[nH]c12	0	86	104	103	96	100	106	2
CNC(=S)N/N=C/c1ccc(OCC(=O)Nc2c(C)cc(C)cc2C)c(OC)c1	3	91	100	98	109	104	91	-6
CC(Sc1ccc(Cl)cc1)C(=O)NNC(=O)c1ccncc1 (stereo unspecified)	0	101	106	107	108	104	104	35
Cc1ccc(OCC(=O)Nc2ccccc2C(=O)N2CCCC2)cc1	1	87	97	100	96	108	92	4
O=C(NCC(c1cccs1)N1CCOCC1)C1CCN(S(=O)(=O)c2ccccc2C(F)(F)F)CC1 (stereo unspecified)	1	94	102[may fluoresce green]	103[may fluoresce green]	106[may fluoresce green]	99[may fluoresce green]	100[may fluoresce green]	6
CCc1nnc(NC(=O)CCc2ccc(C)o2)s1	1	91	89	94	97	94	95	1
CCC1Oc2ccccc2N(CC(=O)Nc2ccc(OC)cc2OC)C1=O (stereo unspecified)	3	96	99	101	106	99	109	9
COCCn1c(-c2ccco2)nc2nc3ccccc3nc21	1	116	149	101	148	102	134	92*
CC(=NCCCn1ccnc1)c1c(C)[nH]n(-c2ccc([N+](=O)[O-])cc2)c1=O	0	100	97	104	97	95	102	9
O=C(NCCN1CCOCC1)c1cc(-c2ccccc2Cl)on1	0	86	93	86	89	87	84	-5
Cc1nn(-c2cccc3cccnc23)c(=O)c2ccccc12	0	104	91	95	95	98	90	-3
COc1nccnc1NS(=O)(=O)c1ccc(NC(=S)NC(=O)/C=C/c2ccc(F)cc2)cc1	0	99	92	99	103	101	95	11
COc1ccc(S(=O)(=O)N(C)C)cc1NC(=O)CSC(C)C(=O)Nc1cc(C)on1 (stereo unspecified)	2	95	99	102	102	102	99	-2
CC(=O)C1=C(C)N(c2ccccc2)C(=O)C1(NS(=O)(=O)c1ccc(N)cc1)C(F)(F)F (stereo unspecified)	1	98	106	96	86	93	88	-5
O=C1CN(CC(=O)Nc2ccc(SC(F)F)cc2)CCN1	3	91	102	102	105	106	93	-2
COc1cc(-c2nnc3sc(-c4ccco4)nn23)cc(OC)c1OC	0	89	103	94	96	100	95	1
Cc1ccc2ncc([N+](=O)[O-])n2c1	6	110	103	101	97	100	99	15
Cc1cccc(Nc2ccccc2C(=O)OCC(=O)N(C)C2CCS(=O)(=O)C2)c1C (stereo unspecified)	5	87	94	98	87	98	96	-1
CC(=O)Nc1ccc(NC(=O)C(C)Oc2ccc(Cl)cc2Cl)cc1 (stereo unspecified)	0	99	103	95	104	100	97	16
(further entries)
SMILES	GRK2 aptamer HTS	Yeast superoxide	CIT2 TOR yeast	AGP1 TOR yeast	MEP2-GFP yeast	RPL19A-GFP yeast	LAP4-GFP MLPCN	VLA-4 inh
CN1CCN(Cn2cc(/C=C/C(=O)c3ccccc3)c3ccccc32)CC1	0	99	/	87	97	105	106	5
COCCOCCn1c(CCCO)nc2ccccc21	0	98	96	93	94	94	91	11
CC(C)c1cc(-c2n[nH]c(=S)n2Cc2ccccc2)cs1	1	87	99	99	103	101	100	-5
Cc1cccn2c(=O)c3cc(C(=O)NCc4ccco4)c(=N)n(C(C)C)c3nc12	13	64*	96	87	104	97	102	-13
COc1ccc(-c2nc3ccc(C)cc3c(=O)o2)cc1OC	1	106	101	92	101	101	84	1
Cc1ccc(S(=O)(=O)N2CCN(C(=O)Cc3ccc4c(c3)OCCO4)CC2)cc1C	0	92	79	91	81	98	80	-21
CCC(OC(=O)c1ccco1)C(=O)NCc1ccc2c(c1)OCO2 (stereo unspecified)	2	116	102	96	100	100	94	-3
